# Screening results (PubChem)
# aSyn 5UTR inh = 5' untranslated region of α-synuclein, MLPCN primary screen; alpha-synuclein 5'UTR reporter, inhibitor activity; inhibition, % (tested at 7.5 µM); 300,000 tested, 0.82% active; in the data active = inhibition above about 60%;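 also: H4 neuroglioblastoma cells stably carrying SNCA 5'UTR luciferase fusion; 0% = DMSO wells and 100% = positive control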
# GSK3beta inhib = blocks human GSK3beta kinase activity | P49841 | GST-GSK3beta kinase, ADP-Glo luminescence, 60 min; active compounds read low | activity score (negative = inhibition), % at 10 µM | 300,000 tested, 0.038% active | AID 2097;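 active = more than half of replicate wells score below -50%, meaning over 50% inhibition versus plate controls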;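 also: 0% = median DMSO wells and -100% = median GW8510 positive control wells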
# Target sequence (P49841 whole entry, looked up): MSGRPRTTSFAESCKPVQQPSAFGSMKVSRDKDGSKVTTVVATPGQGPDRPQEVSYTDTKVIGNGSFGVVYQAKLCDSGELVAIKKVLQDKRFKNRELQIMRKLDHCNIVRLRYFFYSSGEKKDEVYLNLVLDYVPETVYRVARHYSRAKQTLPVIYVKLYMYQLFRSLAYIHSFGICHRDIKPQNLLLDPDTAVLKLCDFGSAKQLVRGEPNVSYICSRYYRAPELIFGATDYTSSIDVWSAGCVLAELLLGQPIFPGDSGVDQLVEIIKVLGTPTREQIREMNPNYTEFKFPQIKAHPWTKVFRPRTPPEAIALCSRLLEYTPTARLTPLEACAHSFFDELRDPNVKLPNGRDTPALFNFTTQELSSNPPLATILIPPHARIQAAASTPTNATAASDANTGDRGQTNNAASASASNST
#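 Assay system: GST-tagged human GSK3beta kinase, cell-free; Input: 1.6 ng GSK3beta; Medium: Tris/MgCl2 kinase buffer; Timing: 60 min enzyme reaction, room temperature; Signal: ADP-Glo luminescence quantifying ADP generated by kinase; Evaluation: score relative to plate controls; Benchmarks: DMSO neutral wells and GW8510 at 20 µM as positive.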
# AI-2 QS modul = modulates the Vibrio harveyi AI-2 quorum sensing system; Vibrio harveyi JMH597 AI-2 luminescence/OD600 ratio, 9 h; active compounds read low; strain lacks LuxN and CqsS sensors; 0 = neutral-control median; AID 2094; activity change, % at 7.5 µM; 300,000 tested, 0.4% active; in the data active = activity change below about -75%, passing the limit was not always enough;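 also: luminescence divided by OD600 gain over 9 h not by final OD600 alone; inactives centre near 13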
# HIF activator = HIF pathway transcriptional activation | 300,000 tested, 0.32% active | U2OS HRE-luciferase reporter, luminescence; normalized: DMSO 0%, desferrioxamine 100% | activation, % at 7.5 µM (by protocol);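 active = mean activation of at least 10% of the iron chelator positive control signal, with at least half of replicates also reaching 10%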
# HSF1 inhib = HSF1 inhibition. NIH3T3-HGL HSE-luciferase, MG132-induced, luminescence 8 h; active compounds read low. 300,000 tested, 0.77% active. activity change, negative = inhibition, % at 7.5 µM (by protocol);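 active = more than half of replicate wells show activity change below -50%, luminescence cut by over half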;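 also: luciferase reports HSF-1 transcriptional activity via heat shock element; 0% = median of DMSO wells and -100% = zero luminescence signal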
# IEC-6 tox = kills IEC-6 intestinal cells in KLF5 counter-screen; IEC-6 cytotoxicity, luminescence viability; inhibition, % at 5 µM; 290,000 tested, 0.78% active; in the data active = inhibition above about 22%;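 also: 0% = plate median of test compound wells and 100% = cytotoxic reference compound wells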
# HSP90 refold inh = blocks HSP90-mediated luciferase refolding in reticulocyte lysate; Rabbit reticulocyte lysate, luciferase refolding luminescence, 3 h; inhibition, % at 5.6 µM; 290,000 tested, 0.91% active;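 active = inhibition above the screen-wide mean plus 3 SD, computed separately per campaign, cut at about 16% in these data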;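 also: 0% = DMSO wells and 100% = 60 µM geldanamycin wells; inhibitors lower the luminescence because luciferase stays unfolded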
# KLF5 inh = suppresses KLF5 promoter-driven expression; DLD-1 KLF5 promoter-luciferase reporter, luminescence; inhibition, % at 5 µM; 290,000 tested, 0.23% active;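 active = inhibition above a per-plate limit of that plate's mean compound inhibition plus 3 SD, cut at about 60% in these data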;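 also: 0% = DMSO wells and 100% = LY294002 at 200 µM; higher means less KLF5 promoter-driven luciferase light; inactives centre near -14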
# HSF1 activator = increases HSF-1 driven luciferase reporter signal; 300,000 tested, 1.7% active; activation, % at 9 µM; NIH3T3-HGL HSF-1 luciferase reporter, MG132, 8 h; 100% = twice DMSO control signal;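 active = mean replicate activation of at least 50% with a set share of replicates each reaching 50%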;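 also: 0% = median of the neutral control wells and 100% = twice that signal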
# GSK3A inh = inhibitors of human GSK-3 alpha kinase; inhibition, % at 10 µM; ADP-Glo luminescence, 60 min; 320,000 tested, 0.1% active; AID 2650;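 in the data active = inhibition above about 50%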;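 also: GST-tagged GSK-3 alpha with peptide substrate and 25 µM ATP; 0% = DMSO neutral wells and 100% = GW8510 positive control wells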
# Target sequence (P49840 whole entry, looked up): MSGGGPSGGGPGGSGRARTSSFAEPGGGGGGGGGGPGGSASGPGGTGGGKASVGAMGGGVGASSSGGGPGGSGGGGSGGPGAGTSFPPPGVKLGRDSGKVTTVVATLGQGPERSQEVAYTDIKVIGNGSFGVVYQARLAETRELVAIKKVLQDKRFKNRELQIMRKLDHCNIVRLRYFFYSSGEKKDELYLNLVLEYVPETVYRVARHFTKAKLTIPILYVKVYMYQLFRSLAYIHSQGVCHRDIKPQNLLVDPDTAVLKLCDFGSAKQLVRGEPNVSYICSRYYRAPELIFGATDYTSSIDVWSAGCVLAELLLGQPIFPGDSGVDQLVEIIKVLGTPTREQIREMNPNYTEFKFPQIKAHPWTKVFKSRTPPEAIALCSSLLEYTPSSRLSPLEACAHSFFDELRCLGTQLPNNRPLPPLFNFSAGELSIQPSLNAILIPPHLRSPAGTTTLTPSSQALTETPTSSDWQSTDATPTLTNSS
# Active calls of the source: *; / = not tested or not shown.
SMILES,aSyn 5UTR inh,GSK3beta inhib,AI-2 QS modul,HIF activator,HSF1 inhib,IEC-6 tox,HSP90 refold inh,KLF5 inh,HSF1 activator,GSK3A inh
COc1ccc(-c2nc(C(=O)NCC3CCCO3)cc3c2[nH]c2ccccc23)cc1 (centres undefined),-41.8,0.8,29.5,0.1,4.9,5.3,3.5,5.4,9.4,2.1
CCN(CC)CCN1C(=O)C(=O)/C(=C(/O)c2cccc(OC)c2)C1c1ccccn1 (centres undefined),-1.8,1.8,8.6,-3.3,7.6,3.1,2.4,-26.4,12.7,2.3
c1cncc(CNC2CCCc3ccccc32)c1 (centres undefined),12.5,1.3,23.0,-0.4,-4.5,0.4,0.3,-47.6,-9.5,0.7
Cn1c(/C(C#N)=C(\O)c2cc(Cl)sc2Cl)nc2ccccc21,15.2,2.8,14.7,-1.1,-0.9,5.5,-0.8,-28.3,-4.5,-5.9
Cc1cccc(/C=N/Nc2nncc3ccccc23)c1,-24.9,-6.6,12.4,-2.1,19.3,-0.5,8.8,-105.4,49.7,-1.2
Cc1nc(NC(=O)C(C)Oc2cccc(Cl)c2)sc1C(=O)N(C)C (centres undefined),-65.0,1.8,7.7,0.2,-1.1,-1.7,0.9,-0.7,17.2,-3.3
O=C(c1ccc([N+](=O)[O-])cc1)N1CCC(Cc2ccccc2)CC1,24.0,0.3,1.4,-1.3,-7.0,-1.0,4.0,-1.5,-9.1,-1.0
COc1cc(/C=C2/NC(=O)N(CC(=O)Nc3ccc(C)cc3)C2=O)ccc1Oc1ccc([N+](=O)[O-])cn1,19.9,-3.5,35.1,-0.4,-0.1,1.8,-2.0,-3.9,-7.4,-0.3
COc1ccc(CCN(C)C2CCCN(C(=O)Cn3cnnn3)C2)cc1OC (centres undefined),-10.7,-1.1,2.0,0.3,2.5,0.0,-1.4,-6.8,10.9,-0.7
CCCSC1=N/C(=C\C=C\c2ccco2)C(=O)S1,-11.3,-0.5,-5.4,0.0,-23.9,-7.4,5.0,-23.8,-26.5,4.1
N/C(=N\OC(=O)c1cc(Br)ccc1Cl)c1cccnc1,-215.3,0.0,26.8,1.0,9.0,-0.2,-4.5,2.6,14.2,3.7
COc1ccc(NC(=S)N2CCN(S(=O)(=O)c3ccc(F)cc3)CC2)cc1,/,-1.3,-2.2,/,/,-3.9,-0.9,-8.4,/,/
Nc1ccc(SCCN2C(=O)c3ccccc3C2=O)cc1,-34.0,0.8,17.6,0.7,30.8,3.3,-1.2,-7.5,37.8,0.9
CC(C)(C)NC(=O)C12CC3CC(CC(Cl)(C3)C1)C2,-0.9,-1.7,22.1,-0.7,2.2,-4.2,-2.7,-52.9,-2.7,-1.1
O=C(COC(=O)c1c(Cl)ccc(Cl)c1Cl)NC(=O)NCc1ccccc1,10.5,0.2,23.5,-0.4,4.4,1.9,-3.2,-11.0,-9.4,0.4
O=c1oc2cc(OCc3ccc(F)cc3F)ccc2cc1-c1ccc2ccccc2n1,12.4,1.9,8.4,-0.3,-16.8,6.6,1.5,0.6,-19.0,2.4
C=C(C)c1cccc(C(C)(C)NC(=O)N2CCOCC2)c1,8.5,-1.1,14.6,-2.4,4.7,-2.3,1.0,0.2,-9.2,-2.7
Cc1ccc(CN2CCN(CC(=O)O)C2=O)cc1,-2.4,-4.8,7.8,-0.6,-3.6,-0.8,4.7,0.8,-18.4,-0.3
C=C(C)CNC(=S)NNC(=O)CCn1c2ccccc2c2ccccc21,-2.5,4.0,10.7,0.0,2.2,-1.2,-3.0,-17.2,-2.4,-1.5
Cc1ccc(-c2nc3ncccc3o2)cc1N,-105.6,-6.1,1.9,2.2,13.5,0.6,-1.1,-69.7,24.0,2.3
CCC(C)[C@H](NC(=O)NC1CC1)C(=O)O (some centres undefined),-3.9,2.3,9.8,0.0,-8.9,0.0,0.4,-24.6,-1.9,-1.4
O=C(NCc1ccccn1)Nc1ccc(Cl)cc1,-27.6,0.0,-1.9,0.0,0.2,/,/,/,-2.4,-2.6
Cc1cc(C)n(-c2nnc(Cl)c3ccccc23)n1,-0.2,3.2,15.2,3.1,-0.8,-0.7,0.2,1.9,-11.6,0.8
O=C(NCc1cccs1)C1CCN(S(=O)(=O)c2cccc([N+](=O)[O-])c2)CC1,24.0,0.3,10.7,0.4,0.6,-7.5,-0.5,-13.3,5.5,-0.2
COCCNC(=O)CN1c2ccccc2CC1C (centres undefined),17.4,1.0,21.4,-1.2,-20.8,3.6,5.5,-13.9,-8.3,2.6
O=C(COC(=O)c1cccc2ccccc12)Nc1cccnc1Cl,-3.8,0.3,4.0,0.1,-1.6,1.6,1.8,-17.2,12.0,7.1
Cc1ccc(NS(=O)(=O)c2cc(OCC(N)=O)c(C)cc2Cl)cc1,-1.4,-1.7,8.9,4.3,-4.4,5.8,-0.7,12.3,6.6,-2.0
Cc1ccc(S(=O)(=O)NN2C(=O)/C(=C/c3cccnc3)SC2=S)cc1,11.4,-3.5,0.8,-0.6,-7.3,5.0,1.4,-12.6,-22.9,-5.0
Cc1ccc(C(=O)Nc2cccc([N+](=O)[O-])c2)cc1S(=O)(=O)Nc1ccc(NC(=O)c2ccccc2)cc1,11.7,1.7,-2.6,139.9*,-1.0,2.3,-0.2,-1.7,28.2,-1.3
CC(CCc1ccccc1)NC(=O)c1cc2sccc2n1C (centres undefined),-6.8,1.5,35.2,0.1,23.3,-9.7,-0.2,-0.3,14.6,1.7
O=C1CN(C(=S)Nc2ccccc2Cl)CCN1,-2.6,-0.6,5.9,0.1,-5.7,-5.1,-7.1,-33.5,2.2,0.0
CC(=O)Nc1ccc(SCC(=O)c2cc(C)n(-c3ccccc3)c2C)cc1,17.3,1.7,49.3,-2.9,-67.5*,-9.0,0.7,13.9,-74.5,-1.7
CC(OC(=O)Cc1c[nH]c2ccccc12)C(=O)Nc1ccccc1F (centres undefined),1.9,1.1,15.2,0.6,-0.9,/,/,/,12.2,-4.0
Cc1nnc(N)s1,-14.5,-0.4,11.2,-0.4,-3.2,-1.7,-1.6,0.0,-1.2,-2.1
CC1CCN(C(=O)CCC(=O)Nc2nnc(C(F)(F)F)s2)CC1,16.7,-0.7,27.4,-0.3,6.1,3.3,-4.9,-11.1,-17.9,-4.5
Cc1cc(C)c(C#N)c(SCS(=O)c2ccc(C(C)(C)C)cc2)n1 (centres undefined),-15.6,-2.0,34.8,/,-5.0,-1.7,-0.2,-11.6,-0.3,-2.7
CCOc1cc(NC(=O)c2ccco2)c(OCC)cc1NC(=O)CCc1ccccc1OC,11.7,-23.5,10.2,-0.3,0.5,1.4,4.6,7.6,-2.5,-2.0
COc1cc(NC(=O)CN(C)Cc2cccc(F)c2)c(C)cc1[N+](=O)[O-],-13.4,-3.6,15.0,-0.5,7.8,3.9,-3.0,-30.2,11.4,-7.3
CCOC(=O)Cc1csc(NC(=O)CCNS(=O)(=O)c2ccc3c(c2)CCC(=O)N3)n1,-2.5,0.8,8.9,-0.1,-4.3,4.0,3.6,-14.5,5.3,0.4
Cc1ccccc1CC(=O)Nc1ccc(C(=O)N2CCCC2)cc1,-20.2,-3.6,15.5,1.2,15.1,1.5,5.6,-68.4,5.7,6.1
Cc1ccc(-n2ncc3c(NCCCOC(C)C)ncnc32)c(C)c1,-8.2,-1.4,4.2,0.5,0.6,4.3,-1.0,7.4,21.8,7.9
COC(=O)[C@H](CC(C)C)NC(=O)NCc1ccc(Cl)cc1,12.4,-1.2,28.9,-0.7,0.0,3.9,4.8,-9.7,-1.1,-4.3
CCCN(CCC)c1nc2ccccc2nc1C(C#N)C(=O)OCCOC (centres undefined),24.3,2.4,18.5,-0.5,0.6,-3.5,7.4,-18.3,11.4,/
Cc1ccc(S(=O)(=O)Nc2nc(C)cc(NCCN)n2)cc1,2.1,4.2,7.7,0.3,-0.1,-0.7,0.8,-12.1,-3.0,-1.0
Cc1ccc(N(CCC#N)C(=O)CCl)cc1C,-26.7,-0.5,1.2,-0.3,1.5,8.6,5.4,-12.8,-16.4,-3.7
CCC(=O)c1c[nH]c(C(=O)NCCCN2CCOCC2)c1,7.2,-0.1,26.2,0.2,1.0,1.0,0.6,-13.9,3.4,-1.8
COc1ccccc1CC(=O)N1CCN(c2ccccc2)CC1,10.1,-1.5,7.4,-1.8,9.1,-1.7,-0.7,-54.7,13.0,-2.9
COc1ccc(C2(NC(C)=O)CCN(C(=O)c3cccs3)CC2)cc1,-1.1,2.0,-2.7,-0.1,-5.3,4.2,2.5,-8.6,-5.4,1.0

# Two records drawn at random from the list so far:
SMILES,aSyn 5UTR inh,GSK3beta inhib,AI-2 QS modul,HIF activator,HSF1 inhib,IEC-6 tox,HSP90 refold inh,KLF5 inh,HSF1 activator,GSK3A inh
COc1cc(NC(=O)CN(C)Cc2cccc(F)c2)c(C)cc1[N+](=O)[O-],-13.4,-3.6,15.0,-0.5,7.8,3.9,-3.0,-30.2,11.4,-7.3
CC(CCc1ccccc1)NC(=O)c1cc2sccc2n1C (centres undefined),-6.8,1.5,35.2,0.1,23.3,-9.7,-0.2,-0.3,14.6,1.7

# Next entries:
SMILES,aSyn 5UTR inh,GSK3beta inhib,AI-2 QS modul,HIF activator,HSF1 inhib,IEC-6 tox,HSP90 refold inh,KLF5 inh,HSF1 activator,GSK3A inh
CC1=NN(c2ccccc2)C(=O)/C1=C/c1cc2cc(C)ccc2nc1N1CCCCC1,-106.7,4.2,4.5,1.7,6.1,3.1,3.4,1.2,13.4,-2.8
O=C1CCC(C(=O)N(CCO)Cc2ccccc2)CN1CC1CCCCC1 (centres undefined),4.2,-8.4,18.8,-0.3,-13.0,3.6,-1.6,9.1,-0.9,-0.6
C=CCn1c(SCC(=O)N(C)c2c(N)n(Cc3ccccc3)c(=O)[nH]c2=O)nnc1-c1ccccc1OC,-1.1,-1.2,13.9,0.0,1.6,-1.2,-1.5,-37.0,4.6,4.1
COc1ccc(Cc2nc3ccc(C(=O)NCC4CCOCC4)cc3o2)cc1OC,-26.3,0.1,22.9,1.0,5.8,3.6,-1.0,-10.1,12.2,-1.9
Cc1cc(C)cc(NC(=O)COc2coc(CN3CCc4ccccc4C3)cc2=O)c1,23.3,3.9,14.0,-0.1,3.9,/,/,/,10.0,-2.0
NCCCNC(=O)c1ccc(/C=N/O)nc1,3.9,3.2,7.1,-0.6,-8.0,-4.6,-2.1,-10.6,4.0,-1.1
CCOc1cccc(NC(=O)C2CC(=O)N(c3ccc(F)cc3)C2)c1 (centres undefined),26.3,-0.6,-0.1,-0.4,-14.0,1.2,-4.5,1.1,1.2,-2.7
COc1ccc(NC(=O)c2noc3c2CCCCC3)cc1,-100.4,-1.7,4.3,6.6,6.5,-2.8,0.9,-125.5,47.9,0.6
Cc1cc(C)c2cc3c(N)c(C(=O)N4CCc5ccccc5C4)sc3nc2c1,-21.4,5.1,35.5,-0.4,-28.1,6.0,1.0,1.6,-41.9,1.6
O=S(=O)(c1ccc(Br)cc1)N1CCCN(Cc2cccc(F)c2)CC1,3.5,0.5,9.0,0.8,-5.9,-5.5,2.7,13.4,6.3,0.9
CSC1=N/C(=C\C=C\c2cccs2)C(=O)S1,32.2,-0.1,-9.5,0.8,-67.1*,-1.7,0.5,-17.3,-68.5,-0.6
Cc1ccc(OCC(=O)N2CCCCCC2)c(C)c1,-34.2,-1.2,12.7,0.8,-2.7,-4.4,1.9,-4.1,26.5,1.2
